Screening data from PubChem.
Rin1 Abl inh: inhibitors of human Rin1-Abl protein interaction; TR-FRET Rin1/Abl binding, biochemical; inhibition, % at 7.35 µM; 0.4% of 360,000 active; AID 588664; in the data active means inhibition above about 5%, passing the limit was not always enough
SUMO1-SIM PPI: modulators of human SUMO1-mediated protein-protein interactions; P63165; SUMO1 binding to a labelled peptide, TR-FRET, 1 h; inhibition, % at 20 µM; 0.33% of 360,000 active; AID 602429; in the data active means inhibition above about 37%
LMPTP block: LMPTP (human) inhibition; recombinant LMPTP-A, OMFP fluorogenic substrate, fluorescence intensity; inhibition, % at 20 µM; 0.22% of 360,000 active; P24666;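 active means compounds that cut the enzyme signal by at least half of the control window in the single-dose screen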;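 further: plate controls were DMSO wells with enzyme plus substrate for no effect and substrate without enzyme for full effect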
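Test system: LMPTP-A phosphatase enzyme. Amount: LMPTP-A at 0.625 nM final in the reaction. Reagent: OMFP substrate, 400 µM final. Times: 50 min at room temperature. Signal: endpoint fluorescence intensity from OMFP dephosphorylation. Read-out basis: % inhibition. Benchmarks: no-enzyme and uninhibited controls.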
NadD inh: inhibitors of Staphylococcus aureus NadD; purified NadD enzyme, colorimetric absorbance read-out; inhibition, % at 20 µM; 0.78% of 360,000 active; AID 602399; in the data active means inhibition above about 26%; further: some compounds past the cut are filed as inactive
CSN inh: inhibitors of human CSN-mediated cullin deneddylation | inhibition, % at 12.5 µM | AID 651999 | 0.38% of 360,000 active | Purified CSN, SCF-Nedd8-OG deneddylation, fluorescence polarization | Q92905;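 active means pattern-corrected inhibition above about 35%, with an unprinted fluorescence ratio check between 0.5 and 1.5, limit read from the data, passing the limit was not always enough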;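 further: 0% = enzyme with substrate and 100% = substrate without enzyme; some results filed as inactive read as strong as hits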
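Material: purified human Csn5 enzyme expressed in HEK293T cells / Medium: Tris buffer pH 7.5, NaCl, DTT, Tween-20, trehalose, ovalbumin / Compound dosing: 12.5 µM single point / Schedule: 90 min incubation of compound, enzyme and substrate at room temperature / Signal: fluorescence polarization of the substrate / Control set: no-enzyme wells high, enzyme-with-substrate wells low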
Neddyl block: blocks human cullin neddylation | P61081+Q13564 | TR-FRET cullin neddylation, biochemical | calls only at 25 µM | 0.58% of 360,000 active | AID 651699; in the data active means inhibition above about 36%
Target sequence (P61081 whole entry, looked up): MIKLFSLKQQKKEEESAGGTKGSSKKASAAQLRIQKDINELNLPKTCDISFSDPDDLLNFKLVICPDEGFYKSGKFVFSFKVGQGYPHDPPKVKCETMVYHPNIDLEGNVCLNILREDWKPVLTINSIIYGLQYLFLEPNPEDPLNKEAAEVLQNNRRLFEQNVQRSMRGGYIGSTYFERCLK
Target sequence (Q13564 whole entry, looked up): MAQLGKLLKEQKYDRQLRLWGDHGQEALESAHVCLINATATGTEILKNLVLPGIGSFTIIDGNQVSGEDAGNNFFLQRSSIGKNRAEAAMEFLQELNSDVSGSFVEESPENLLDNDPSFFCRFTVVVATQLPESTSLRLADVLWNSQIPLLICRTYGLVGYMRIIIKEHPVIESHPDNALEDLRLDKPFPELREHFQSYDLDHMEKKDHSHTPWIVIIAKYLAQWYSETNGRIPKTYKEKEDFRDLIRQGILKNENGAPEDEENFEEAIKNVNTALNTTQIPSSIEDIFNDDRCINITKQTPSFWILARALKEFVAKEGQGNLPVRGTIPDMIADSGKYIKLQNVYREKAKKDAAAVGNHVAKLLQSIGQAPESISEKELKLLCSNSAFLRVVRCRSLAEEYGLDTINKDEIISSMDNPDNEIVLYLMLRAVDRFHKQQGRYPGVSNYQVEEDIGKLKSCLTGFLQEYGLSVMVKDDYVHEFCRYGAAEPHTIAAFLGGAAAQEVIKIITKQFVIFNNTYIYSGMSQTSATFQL
Scp1 inh: blocks human Scp-1 phosphatase activity. 0.88% of 340,000 active. Recombinant Scp1, phosphopeptide, malachite green phosphate absorbance. inhibition, % at 20 µM;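 active means inhibition above about 50% at 20 µM, limit read from the data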;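 further: plate controls were DMSO wells with enzyme for no effect and wells lacking enzyme for full effect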
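Times: enzyme reaction 45 min at room temperature, colour 5 min, stabilisation 30 min. Material: SCP-1 catalytic fragment, aa 76-261. Medium: Acidic Tris acetate buffer with magnesium and detergent. Signal: colorimetric free-phosphate detection, absorbance 630 nm. Read-out basis: % inhibition of SCP-1 phosphate liberation. Reagent: Phosphorylated 17-residue peptide substrate.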
STEP block: blocks human striatal-enriched tyrosine phosphatase. P54829. recombinant STEP, OMFP fluorogenic substrate, fluorescence. inhibition, % at 20 µM. 0.25% of 360,000 active. AID 588621;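 active means inhibition at 20 µM, scaled per plate between control wells, above about 37%, limit read from the data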;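 further: 0% = DMSO with enzyme and substrate and 100% = substrate only without enzyme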
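Measure: Control-normalized % inhibition with plate pattern correction | Test system: STEP phosphatase, cell-free reaction | Medium: pH 6.0 Bis-Tris with DTT and Tween 20 | Technique: Fluorescence, 480/540 nm | Times: Reaction 20 min, ambient temperature | Doses: Single compound dose of 20 µM, 1% DMSO final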
Rpn11 inh: blocks the human proteasome subunit Rpn11; AID 588493; human 26S proteasome, Ub4-pepOG fluorescence polarization; 20S core pre-blocked with epoxomicin; calls only at 20 µM; 0.59% of 360,000 active;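 active means inhibition at 20 µM, scaled to each plate's controls, above about 33%, limit read from the data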
Target sequence (O00487 whole entry, looked up): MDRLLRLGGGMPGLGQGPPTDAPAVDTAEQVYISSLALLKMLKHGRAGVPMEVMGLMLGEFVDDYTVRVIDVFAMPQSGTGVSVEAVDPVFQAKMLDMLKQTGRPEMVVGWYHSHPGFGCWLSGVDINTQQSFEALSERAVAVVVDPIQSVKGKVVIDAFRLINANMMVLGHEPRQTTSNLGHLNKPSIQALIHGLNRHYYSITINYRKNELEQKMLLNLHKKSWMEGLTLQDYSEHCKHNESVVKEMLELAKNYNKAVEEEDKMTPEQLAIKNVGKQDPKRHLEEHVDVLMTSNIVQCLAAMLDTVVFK
DNMT1 block: DNMT1 (human) enzyme inhibition | AID 588458 | inhibition (reported as % activation of signal), % at 10 µM | DNMT1 molecular beacon, Hinp1I cleavage, fluorescence | 0.83% of 360,000 active; in the data active means inhibition above about 50%
* marks the source's active call; other numbers are inactive results; i = inactive; / = not tested or not shown. The order is random, and some 3.8% of all compounds hit somewhere here.

no. | Molecule | Rin1 Abl inh | SUMO1-SIM PPI | LMPTP block | NadD inh | CSN inh | Neddyl block | Scp1 inh | STEP block | Rpn11 inh | DNMT1 block
1 | O=C(NCCN1CCN(C(=O)NC2CCCCC2)CC1)NC1CCCCC1 | 4 | -5 | -5.6 | 5 | 4 | i | -12 | -3 | i | 0
2 | Cc1c(Cl)c([N+](=O)[O-])nn1CCCC(=O)Nc1cccnc1 | 1 | -18 | -1.5 | -7 | 1 | i | 3 | -2 | i | 0
3 | COc1ccccc1OCCSc1nc(N)cc(N)n1 | 1 | 4 | 0.7 | -5 | 0 | i | 0 | -3 | i | 0
4 | CCn1c(SCC(=O)NNC(=O)c2ccco2)nnc1-c1ccco1 | 3 | 1 | 1.1 | 1 | 99 | i | 1 | -2 | i | -4
5 | Cn1c(N)c(C(=O)COC(=O)c2ccc(OC(F)F)cc2)c(=O)n(C)c1=O | 8 | 2 | -0.7 | -6 | -2 | i | 0 | 0 | i | 4
6 | Cn1cc(S(=O)(=O)N2CCC3(CC2)OCCO3)c(=O)n(C)c1=O | -1 | 3 | -1.5 | 0 | 2 | i | -5 | 2 | i | 3
7 | Cc1onc(-c2c(F)cccc2Cl)c1C(=O)c1ccc(F)cc1 | 1 | 8 | 0.5 | 1 | -4 | i | -14 | 0 | i | 1
8 | O=C(NC1=NCCS1)C1CC(=O)N(c2ccccc2)C1 (stereo not given) | -1 | 1 | -0.3 | -1 | -2 | i | -2 | -3 | i | 2
9 | CC1CCN(S(=O)(=O)c2ccc3c(c2)N(CC(=O)NCCCN2CC(C)CC(C)C2)C(=O)CS3)CC1 (stereo not given) | -1 | -4 | -0.6 | -3 | -2 | i | 6 | -1 | i | 2
10 | O=C(c1cc(-c2ccccc2O)on1)N1CCOCC1 | -1 | 0 | 0.0 | 0 | 0 | i | -3 | 1 | i | -1
11 | COC(=O)C1(C(C[N+](=O)[O-])c2ccco2)C(=O)NCC1c1ccccc1 (stereo not given) | 1 | 0 | 0.1 | -5 | 5 | i | -4 | -2 | i | 1
12 | Cc1c([N+](=O)[O-])cc(S(=O)(=O)Nc2ccc(-c3ccc(N4CCCC4)nn3)cc2)cc1[N+](=O)[O-] | 0 | -12 | 3.7 | 57* | 5 | i | 6 | 2 | i | 5
13 | C/C(=N\N=C1\NC(=O)C(CC(=O)NCc2ccccc2)S1)C(C)C (stereo not given) | 0 | -4 | -1.5 | 9 | 2 | i | 1 | 0 | i | 0
14 | Cc1c(C(=O)O)[nH]c2c1C(=O)CC(c1ccc(C(C)(C)C)cc1)C2 (stereo not given) | -4 | -1 | 0.0 | 1 | 1 | i | -19 | 0 | i | 1
15 | Cc1cc(C(=O)CN2C(=O)C(=O)N(Cc3ccccc3)C2=O)c(C)n1CC1COc2ccccc2O1 (stereo not given) | -1 | -4 | 2.0 | 7 | -4 | i | -7 | 4 | i | -8
16 | COc1cc(C(=O)Nc2ccc3c(c2)OCO3)ccc1OCc1c(C)noc1C | 2 | 19 | 1.9 | -1 | 1 | i | -3 | 0 | i | -11
17 | NS(=O)(=O)c1ccc(CCNC(=O)/C=C/c2ccc(S(=O)(=O)N3CCOCC3)cc2)cc1 | -3 | -17 | -1.4 | -8 | 0 | i | -4 | 0 | i | -2
18 | CCOc1c(OC(C)=O)ccc(/C=C2\N=C(SCC)SC2=O)c1[N+](=O)[O-] | 3 | -35 | 0.4 | 5 | 4 | i | -14 | 2 | i | -16
19 | COc1ccc(C(CNC(=O)CCNC(=O)c2ccccc2OC)N2CCCC2)cc1 (stereo not given) | 1 | -18 | -8.3 | 0 | 1 | i | -8 | -3 | i | -7
20 | CN(Cc1nc2ccccc2c(=O)[nH]1)C(=O)C1CC(=O)N(c2cccc3ccccc23)C1 (stereo not given) | 1 | -8 | -1.6 | 4 | 2 | i | -7 | 0 | i | 10
21 | Cc1cc(C)nc(N2CCC(C(=O)NCCc3ccc(Cl)cc3)CC2)n1 | 1 | 1 | 0.1 | 4 | 0 | i | -3 | -1 | i | 0
22 | CCOCCCn1c(SCC(=O)NCc2ccc3c(c2)OCO3)nc2ccccc2c1=O | 1 | 1 | -0.6 | -3 | -2 | i | -8 | 0 | i | -3
23 | CCN(C(=O)COC(=O)c1ccccc1SCC(=O)N1CCCC1)C1CCS(=O)(=O)C1 (stereo not given) | -2 | -1 | 0.3 | -1 | 13 | i | 2 | -2 | i | 0
24 | COC(=O)C(Cc1ccc(O)cc1)NC(=O)CCc1ccco1 (stereo not given) | -1 | 4 | -0.7 | -5 | 3 | i | 9 | 0 | i | 0
25 | CC(=O)Nc1ccc(NC(=O)CN(c2cc(Cl)ccc2Cl)S(C)(=O)=O)cc1 | 5 | 1 | -0.5 | -6 | 6 | i | -1 | -1 | i | -1
26 | O=C1c2ccccc2CC1Sc1nnc(-c2ccccn2)o1 (stereo not given) | -1 | -5 | -1.4 | 0 | -1 | i | 8 | 3 | i | -10
27 | CCOP(=O)(OCC)c1cccc(P(=O)(c2ccccc2)c2ccccc2)c1O | 2 | 3 | -1.2 | -8 | 3 | i | -9 | -3 | i | -1
28 | COC(=O)c1ccc(NC(=O)C2CCCN2C(=O)OCc2ccccc2)cc1 (stereo not given) | 0 | -1 | -0.8 | -6 | -1 | i | -7 | -2 | i | 2
29 | O=c1[nH]c(CSc2ncc(C(F)(F)F)cc2Cl)nc2cc(C(F)(F)F)ccc12 | -2 | 4 | -0.2 | 19 | 1 | i | -9 | -2 | i | 7
30 | O=C(Nc1ccccc1)Nc1snnc1C(=O)Nc1cccc(O)c1 | 3 | 3 | 1.3 | 26 | -8 | i | -7 | 3 | i | -6
31 | O=C(CN1CCCCCC1)N1c2ccccc2C=Cc2ccccc21 | -3 | 0 | 0.1 | 2 | -3 | i | -8 | 0 | i | -6
32 | Cc1ccc(S(=O)(=O)CCC(=O)NC2CCCC2)cc1 | 0 | -1 | -0.4 | 2 | 2 | i | -5 | -1 | i | 2
33 | Cc1ccc(C)c(CSCC(=O)NCc2cccs2)c1 | 3 | 2 | 0.6 | -7 | -1 | i | 0 | 4 | i | -1
34 | COc1cc(OC)c(/C=N/n2c(C)nnc2C)c(OC)c1 | 0 | 6 | -1.3 | 2 | -4 | i | -6 | 0 | i | 2
35 | Cc1ccc(NC(=O)CN(C)C(=O)c2cc3ccccc3o2)cc1 | 2 | 1 | 0.3 | 3 | -20 | i | -1 | 0 | i | 2
36 | CC(=O)Nc1sc(C)c(C)c1C(=O)OCC(=O)Nc1ccc(S(N)(=O)=O)cc1 | 3 | -9 | 1.4 | -1 | 8 | i | 11 | -1 | i | 1
37 | COCCN(CCOC)C(=O)c1ccc(CSc2nc3ccccc3s2)cc1 | 2 | -7 | -8.1 | -1 | 3 | i | -2 | 0 | i | -2
38 | Nc1nc(CSc2nnc(-c3cccc(F)c3)n2-c2ccccc2)nc(N2CCOCC2)n1 | 4 | 2 | -0.9 | 2 | -14 | i | -1 | 0 | i | -4
39 | COC(=O)c1ccccc1NC(=O)CSc1nc2ccsc2c(=O)n1Cc1ccc(C(=O)O)cc1 | -3 | 12 | 0.2 | 5 | 3 | i | / | 3 | i | -1
40 | O=S(=O)(NCCSc1ccc(Cl)cc1)c1ccc(F)cc1 | -2 | 0 | 2.9 | -5 | -7 | i | -8 | -1 | i | -6

Next part; it opens with the 2 that closed the last part.
no. | Molecule | Rin1 Abl inh | SUMO1-SIM PPI | LMPTP block | NadD inh | CSN inh | Neddyl block | Scp1 inh | STEP block | Rpn11 inh | DNMT1 block
39 | COC(=O)c1ccccc1NC(=O)CSc1nc2ccsc2c(=O)n1Cc1ccc(C(=O)O)cc1 | -3 | 12 | 0.2 | 5 | 3 | i | / | 3 | i | -1
40 | O=S(=O)(NCCSc1ccc(Cl)cc1)c1ccc(F)cc1 | -2 | 0 | 2.9 | -5 | -7 | i | -8 | -1 | i | -6
41 | CS(=O)(=O)N(CCc1ccccc1)CC(=O)N1CCc2ccccc2C1 | -1 | 0 | 0.5 | -3 | -3 | i | -3 | -3 | i | -8
42 | COc1ccc(N=C2SCC(c3ccc(C)cc3)=NN2CCO)cc1 | 2 | -4 | 1.9 | 3 | 0 | i | -7 | 0 | i | -3
43 | CCN(CC)S(=O)(=O)c1ccc(C)c(NC(=O)Cc2ccc(S(=O)(=O)N3CCOCC3)s2)c1 | -1 | -2 | -0.7 | 1 | -1 | i | 2 | 2 | i | -3
44 | O=C(Cn1c(C(F)(F)F)nc2ccccc21)Nc1ccccc1N1CCOCC1 | 2 | 2 | 1.2 | 0 | -5 | i | -7 | 2 | i | 2
45 | O=C(Cn1c(=O)c2ccccc2n(CC(=O)N2CCCCC2)c1=O)N1CCCCC1 | 0 | 1 | -0.7 | -9 | 3 | i | -2 | -5 | i | 3
46 | CN1C(=S)SC(/[N+]([O-])=C\c2ccccc2)C1(C)C (stereo not given) | 1 | -4 | -0.8 | -4 | 1 | i | -6 | 3 | i | 10
47 | Cc1cc(O)c(NC(=O)c2cc([N+](=O)[O-])ccc2Cl)cc1C | 1 | -6 | 0.3 | -3 | 7 | i | 4 | -2 | i | -2
48 | COc1ccc(NS(=O)(=O)c2ccc(NC(=O)c3ccc(CN4CCOCC4)cc3)cc2)cc1 | 1 | -3 | 1.6 | 0 | 4 | i | -1 | 2 | i | -2

Quoted at random: three compounds from above.
no. | Molecule | Rin1 Abl inh | SUMO1-SIM PPI | LMPTP block | NadD inh | CSN inh | Neddyl block | Scp1 inh | STEP block | Rpn11 inh | DNMT1 block
30 | O=C(Nc1ccccc1)Nc1snnc1C(=O)Nc1cccc(O)c1 | 3 | 3 | 1.3 | 26 | -8 | i | -7 | 3 | i | -6
38 | Nc1nc(CSc2nnc(-c3cccc(F)c3)n2-c2ccccc2)nc(N2CCOCC2)n1 | 4 | 2 | -0.9 | 2 | -14 | i | -1 | 0 | i | -4
15 | Cc1cc(C(=O)CN2C(=O)C(=O)N(Cc3ccccc3)C2=O)c(C)n1CC1COc2ccccc2O1 (stereo not given) | -1 | -4 | 2.0 | 7 | -4 | i | -7 | 4 | i | -8
